# GALK inhibitor: qHTS Assay for Inhibitors of Human Galactokinase (GALK). Purified GALK, Kinase-Glo residual ATP luminescence. actives 0.007% (n = 270,000). Potency, µM (titrated, usually from 57.5 µM), for inactives: at the highest dose activity change, negative = inhibition, hits mostly inhibitors. P51570; also: potency is read from the fitted curve at half-maximal effect; % is scaled to controls: 0 for no effect and ±100 for the full control effect
#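 Human GALK (5 nM) with 35 uM ATP and 100 uM galactose in 20 mM HEPES pH 8.0, 5 mM MgCl2, 60 mM NaCl, 1 mM DTT, 0.01% BSA. After 1 h at room temperature, leftover ATP was read by Kinase-Glo Plus luminescence.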
# Giardia killer: Small Molecules that selectively kill Giardia lamblia: qHTS; Giardia lamblia trophozoite viability; AID 540267, 2011; activity change, % at 7.66 µM, hits read low; actives 0.15% (n = 340,000); in the data active = activity change below about -80%; inconclusive = between about -30% and that limit;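 also: parasites exposed to compound for two days anaerobically before the ATP read; % is scaled to controls: 0 for no effect and ±100 for the full control effect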
#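 Trophozoites 100 cells/well + cpd; 48 hrs, 37 deg C, anaerobic. ATPLite 1-Step added, 15-30 min RT, luminescence read (ATP-based viability).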
# FBPA coupling cs: qHTS Assay for Inhibitors of Fructose-1,6-bisphosphate Aldolase from Giardia Lamblia: Coupling assay counterscreen. activity change, negative = inhibition, % at 58.2 µM, hits read low. coupling enzyme system counterscreen, AmpLite Red fluorescence. actives 0.67% (n = 290,000); in the data active = activity change below about -30%; also: % is scaled to controls: 0 for no effect and ±100 for the full control effect
#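 Fluorescence at 525 nm excitation and 598 nm emission measured inhibition of the coupled detection system without aldolase. Compounds (at 57.5 uM final) were preincubated 10 min at room temperature with coupling enzyme reagent before a 20 min substrate/AmpLite Red step.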
# KCNH2 WT inh: qHTS for Inhibitors of KCHN2 3.1: Wildtype qHTS | Voltage-gated inwardly rectifying potassium channel KCNH2 (Homo sapiens), Q12809 | U2OS, BacMam KCNH2, thallium flux FluxOr; stronger effect = lower value | activity change, % at 1.84 µM | actives 0.37% (n = 340,000) | AID 720551, 2013;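 active = maximum activity change below -70%; inconclusive = maximum activity change between -70% and -50%; inactive = maximum activity change above -50%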; also: % is scaled to controls: 0 for no effect and ±100 for the full control effect
# Target sequence (Q12809 whole entry, looked up): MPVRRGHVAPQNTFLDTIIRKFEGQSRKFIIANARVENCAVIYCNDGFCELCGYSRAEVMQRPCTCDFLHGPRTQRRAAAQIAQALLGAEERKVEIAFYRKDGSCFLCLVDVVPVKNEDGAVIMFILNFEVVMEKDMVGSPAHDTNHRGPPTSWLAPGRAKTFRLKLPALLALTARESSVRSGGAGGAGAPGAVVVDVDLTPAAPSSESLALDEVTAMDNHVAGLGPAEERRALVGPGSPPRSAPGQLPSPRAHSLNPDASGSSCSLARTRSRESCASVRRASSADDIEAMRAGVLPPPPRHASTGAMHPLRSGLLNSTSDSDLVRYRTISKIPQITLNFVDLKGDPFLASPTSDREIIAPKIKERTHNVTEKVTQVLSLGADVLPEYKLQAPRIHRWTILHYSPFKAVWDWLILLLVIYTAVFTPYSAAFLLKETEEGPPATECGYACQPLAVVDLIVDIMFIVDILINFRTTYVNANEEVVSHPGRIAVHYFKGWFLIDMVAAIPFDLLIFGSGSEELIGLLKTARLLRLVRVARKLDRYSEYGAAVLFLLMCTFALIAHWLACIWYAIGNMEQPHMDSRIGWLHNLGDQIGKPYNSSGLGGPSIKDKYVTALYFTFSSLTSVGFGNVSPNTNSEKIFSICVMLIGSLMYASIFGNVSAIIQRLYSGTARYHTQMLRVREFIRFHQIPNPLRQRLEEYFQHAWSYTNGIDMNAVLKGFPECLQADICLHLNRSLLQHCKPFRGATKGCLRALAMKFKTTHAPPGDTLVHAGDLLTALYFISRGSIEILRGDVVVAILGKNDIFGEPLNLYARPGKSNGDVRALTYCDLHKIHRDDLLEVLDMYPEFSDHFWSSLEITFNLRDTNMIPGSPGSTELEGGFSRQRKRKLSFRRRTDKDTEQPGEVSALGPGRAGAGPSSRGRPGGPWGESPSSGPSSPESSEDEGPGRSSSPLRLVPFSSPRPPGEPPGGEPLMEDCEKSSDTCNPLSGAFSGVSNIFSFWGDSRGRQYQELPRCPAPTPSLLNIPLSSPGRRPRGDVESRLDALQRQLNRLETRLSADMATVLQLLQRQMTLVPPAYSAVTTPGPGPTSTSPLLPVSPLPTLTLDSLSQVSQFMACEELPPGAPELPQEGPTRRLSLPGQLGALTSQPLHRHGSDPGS
#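 U2OS cells were transduced with wild-type KCNH2 virus (2.03 x 10^8 / mL) for 4 h at room temperature, then cultured overnight at 37 C. Thallium flux was read with FluxOr dye. Rate constants were normalized to DMSO controls.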
# Tb PFK block: qHTS Assay to Find Inhibitors of T. brucei phosphofructokinase. ATP-dependent 6-phosphofructokinase (Trypanosoma brucei brucei), O15648. T. brucei PFK, ADP-Glo luminescence. Potency, µM (top dose mostly 57.5 µM), inactives show top-dose activity, negative = inhibition, actives largely listed as inhibitors. actives 0.17% (n = 330,000). AID 485367, 2010;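 also: potency is read from the fitted curve at half-maximal effect; 0% = uninhibited 1x PFK enzyme wells and -100% = no-enzyme wells; nearly all actives have a fitted effect of over 60% in size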
#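 Luminescent ADP detection (ADP-Glo, two-step: ATP depletion then ADP-to-ATP conversion for luciferase) reported PFK activity after 45 min room-temperature reaction of 1.25 nM enzyme with 0.5 mM F6P and 0.1 mM ATP at pH 8.0.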
# BCR signal inh: qHTS Assay to Find Inhibitors of Chronic Active B-Cell Receptor Signaling; actives 0.05% (n = 340,000); ABC-DLBCL IkBa-CBG/CBR reporter, luminescence ratio, 4 h; Potency, µM (series often up to 46.1 µM), for the others: top-dose ratio change, negative = lower green/red ratio, hits mostly inhibitors; active = well fitted inhibition curve with a large enough effect in the signal ratio, with a control signal flat, not every such curve was filed as active; inconclusive = small, poorly fitted or top-dose-only effect, or effect the other way, or a change in a side signal; the % refers to the signal ratio;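 also: potency is read from the fitted curve at half-maximal effect; plate controls were basal doxycycline-induced cells for no effect and cells given 10 µM MG132 for full effect; MG132 reads +100%, hits lower the ratio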
#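 Cell line TMD8 (human ABC DLBCL), stably expressing tet-inducible CBG68-IkBa fusion and CBR; IMDM/0.5% FBS; cpd up to 46 uM; dox induction, 4 h, 37C/5% CO2; dual luminescence; green/red ratio; MG132 control.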
# TSHR antag: Antagonists of the Thyroid Stimulating Hormone Receptor: HTS campaign | Thyrotropin receptor (Homo sapiens), P16473 | TSHR-expressing cells, TSH-stimulated cAMP HTRF, 2 h; stronger effect = lower value | activity change, negative = inhibition, % at 11.5 µM | actives 0.2% (n = 330,000);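 active = activity change below a set negative limit, meaning inhibition stronger than a set level, cut at about -70% in these data; inconclusive = activity change between two set negative limits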; also: % is scaled to controls: 0 for no effect and ±100 for the full control effect
#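 Competitive HTRF cAMP read-out (cryptate anti-cAMP antibody, cAMP-d2; 30 min, room temperature) in freshly harvested TSHR cells. Compounds added before TSH at EC80 (4nM final), followed by 2 hours' incubation at 37 deg C.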
# TCR act: Activators of T cell receptors: qHTS campaign; primary human leukocytes, anti-CD3, IL-2 HTRF, 48 h; Potency, µM (highest dose often 9.22 µM), for the others: at the top dose activation of IL-2 secretion, hits mostly activators; 330,000 tested, under 10 active; AID 504894, 2011; also: % of control where 0% means no effect
#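 Primary human leukocytes were stimulated with a-CD3 beads plus compounds for 48 hr without co-stimulation; secreted IL-2 was quantified by HTRF using a-IL-2-K (europium cryptate) and a-IL-2-d2, excited at 320nm with acceptor emission read at 665nm.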
# CXXC DNA block: qHTS Fluorescence Polarization Assay for Inhibitors of MLL CXXC domain - DNA interaction | MLL-CXXC / FITC-HOXA9 DNA fluorescence polarization | Potency, µM (titrated, usually from 115 µM), without a hit: top-dose activity change, negative = inhibition, most hits filed as inhibitors | actives 0.037% (n = 290,000) | AID 2662, 2010; active = well fitted inhibition curve with a large enough effect in the polarisation, with a control signal flat, not every such curve was filed as active; inconclusive = small, poorly fitted or top-dose-only effect, or effect the other way, or a change in a side signal; inactive = no such curve, though single readings can be large or run the other way; the % refers to the polarisation; also: potency is read from the fitted curve at half-maximal effect
#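 Steps: dispense CXXC domain solution (7 uM) → pin compounds or unlabeled HOX-A9 DNA control → 5 min ambient → add FLSN-HOX-A9 solution (50 nM) → spin → 30 min ambient → fluorescence polarization. Tris pH 7.5/NaCl/DTT/BSA buffer.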
# A-T KAP1 phos: qHTS Assay for Identifying a Potential Treatment of Ataxia-Telangiectasia | […] A-T fibroblasts, KAP-1 phosphorylation AlphaLISA; neocarzinostatin DNA damage 30 min before lysis | Potency, µM (series often up to 57.5 µM), for the others: top-dose activation, usual class: activators | actives 0.19% (n = 320,000); also: potency is read from the fitted curve at half-maximal effect; % of control where 0% means no effect; nearly all actives have a fitted effect of over 45% in size
#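 hTERT-immortalized A-T patient fibroblasts ([…]), 500 cells/well in OPTI-MEM, 1% FBS, got compounds for 60 min, then NCS for 30 min at 37C. Lysates were then assayed for phospho-KAP-1 by AlphaLISA (anti-pKAP1 donor, anti-KAP1 acceptor beads), 6 hr at 25C.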
# Numbers without * were called inactive; ? = inconclusive; / = not tested or not shown; [ ] = dose if it differs, or a comment. Unless noted, calls follow the shape of the dose curve; as a rule, active = well fitted curve in the direction sought with a large enough effect; inconclusive = small, poorly fitted or top-dose-only effect, or another doubt; inactive = no such curve, though single readings can be large; an effect the other way counts as inactive or inconclusive.
SMILES,GALK inhibitor,Giardia killer,FBPA coupling cs,KCNH2 WT inh,Tb PFK block,BCR signal inh,TSHR antag,TCR act,CXXC DNA block,A-T KAP1 phos
Cc1cccc(NC(=O)C2CCCN(S(=O)(=O)c3cccc4cccnc34)C2)c1 (configuration not stated),1.3%,25.6,2.4,-4.7,5.2%,-1.3%,-5.1,-1.6%,-1.5%,12.7%
COc1ccc(NC(=O)CCn2nc(C)cc2C)cc1,2.5%,-28.1,0.9,2.8,2.2%,?,8.9,-0.7%,3.5%,-7.8%
N#C/C(=C\c1ccc(O)c([N+](=O)[O-])c1)c1nc2ccccc2s1,-9.2%,?,8.1,-13.9,23.9%,?,?,3.6%,-10.8%,-1.4%
COc1cc2c(C(=O)NCc3ccccn3)cn(C)c(=O)c2cc1OC,0.5%,-8.5,-7.5,-17.5,0.7%,3.7%,-4.1,9.8%,15.3%,-3.7%
CCn1c(=O)cc(SCC(=O)Nc2ccc(C)cn2)c2ccccc21,0.1%,4.8,-0.9,-2.8,-3.6%,?,-8.4,-5.0%,4.6%,5.7%
CCOC(=O)c1ccc(NCc2cccnc2)cc1,3.9%,-21.2,2.0,7.4,-0.2%,7.3%,-9.2,/,-3.6%,3.7%
Cc1ccc(-n2ncc3c2ncn2nc(-c4ccco4)nc32)c(C)c1,0.6%,-16.7,2.4,10.1,0.0%,7.0%,-12.0,5.5%,-4.5%,-1.7%
O=S(=O)(c1ccc(Cl)cc1)c1snnc1-c1ccccc1,-1.8%,-13.4,-8.7,-3.2,-1.3%,?,-10.3,1.2%,39.0%[activator],-4.2%
COc1ccc(-c2c3c(=O)n(C)c(=O)n(C)c3cn2-c2ccccc2O)cc1,3.4%,-8.0,1.9,1.9,-4.1%,?,-2.7,/,-0.3%,/
CN1CCN(c2ccncc2S(=O)(=O)N2CCCCC2)CC1,-3.7%,4.8,2.1,-2.1,-2.3%,3.1%,10.3,/,14.0%,-1.7%
Cc1csc(N)n1,0.9%,-2.6,0.7,1.2,-9.6%,-0.1%,16.1,3.6%,5.1%,-0.1%
O=C(Nc1ccc(N2CCOCC2)cc1)c1cnccn1,9.4%,?,-1.3,-0.4,-2.9%,?,1.0,0.4%,0.8%,-2.8%
CC(C)(C)c1ccc(S(=O)(=O)NCC(=O)Nc2sc3c(c2C(N)=O)CCCC3)cc1,-3.1%,5.8,0.7,-2.7,-0.6%,?,-1.3,2.9%,-0.9%,-0.6%
CCCOc1ccc2ccccc2c1/C=N/n1cnnc1,0.3%,-21.2,-1.9,-20.0,4.0%,-22.7%,8.7,-0.7%,0.6%,1.5%
COc1ccc2c(c1OC)CN(C)CCc1cc3c(cc1C(O)C2)OCO3 (configuration not stated),2.6%,19.1,5.0,-0.9,0.9%,1.4%,-4.1,0.1%,10.6%,2.3%
CC(=O)c1cccc(CN2CCCC(CCC(=O)NCc3ccc(F)c(F)c3)C2)c1 (configuration not stated),-0.7%,-7.6,0.7,/,-18.0%,0.3%,10.2,7.0%,7.0%,3.3%[11.5 µM]
O=C(c1cc2ccccc2oc1=O)N(c1ccc(Cl)cc1)C1C=CS(=O)(=O)C1 (configuration not stated),1.0%,-23.6,-0.3,1.4,-1.1%,4.2%,-6.9,-2.5%[46.1 µM],12.7%,-4.1%
Cc1ccc(OC(=O)CCS(=O)(=O)c2ccc(C)cc2)cc1,8.4%,-1.6,-0.4,-0.5,0.2%,-3.4%,-12.4,2.8%,39.1%[activator],26.2%
O=c1cc(CSc2nnc3ccccn23)c2c(ccc3ccccc32)o1,2.0%,-6.1,-0.7,-1.5,-2.4%,0.2%,4.1,0.4%[46.1 µM],-1.4%,-1.6%
Cc1ccccc1/C=N/N1CCN(c2ccccc2)CC1,1.3%,0.3,-0.1,-5.5,2.7%,-19.8%,5.1,1.3%[46.1 µM],-3.8%,-1.7%
COc1ccc(C2=NNC(c3cccnc3)=Nc3ccc(OC)cc32)cc1,11.1%,1.4,4.0,1.4,-2.1%,-5.9%,11.2,0.9%,-5.8%,0.3%
CCN(CCCNC(=O)c1c(C)cc(=O)oc1C)c1cccc(C)c1,-3.5%,-19.1,-0.5,20.6,-4.5%,0.3%,0.7,/,-5.8%,-2.7%
S=c1[nH]nc(-c2ccccn2)n1/N=C/c1ccc(Cl)c(Cl)c1,-1.5%,2.3,6.5,-17.8,0.4%,7.1%,-4.9,2.2%,-13.2%,1.8%
Cn1c(=O)oc2cc(S(=O)(=O)Nc3cccc4c3CCCC4)ccc21,6.6%,8.6,1.0,5.3,-6.0%,-1.2%,17.0,-0.7%,26.5%,4.2%
COc1ccc(-n2c(SCC(=O)N/N=C/c3ccccc3OCC(=O)O)nc3ccccc3c2=O)cc1,/,6.3,12.6,3.0,-4.9%,-1.4%,44.4,-0.5%,-11.6%,19.7%
COc1cc2[nH]ccc(=O)c2cc1OC,/,-19.3,-2.7,3.0,-4.2%,0.1%,7.6,-9.0%,-5.8%,17.3%
CCOc1ccc2nc(SCC(=O)NC(=O)C(C)C)sc2c1,5.2%,25.9,-2.0,-9.9,-1.8%,?,-5.5,-1.5%,-6.9%,1.2%
O=C(CCc1nc(-c2ccccc2)no1)NCCc1ccccc1,-0.4%,8.7,4.7,-0.6,0.9%,10.8%,0.8,8.1%,-2.8%,-0.6%
CC(C)[C@H](NC(=O)[C@@H]1Cc2ccccc2CN1)C(=O)Nc1ccc2c(c1)OCCO2,7.1%,11.9,/,8.9,0.5%,5.3%,-2.7,7.3%,8.3%,9.9%
Cc1oc2cc(O)ccc2c(=O)c1-c1cnn(-c2ccccc2)c1,2.5%,-2.1,9.1,12.4,3.2%,-6.5%,-7.1,2.9%,3.0%,-3.9%
COc1ccccc1NC(=O)Nc1nn(C)c2cccc(OC)c12,/,11.8,-8.1,4.1,-3.8%,?,-6.1,2.8%,-6.0%,-0.2%
COc1ccc(NC(=O)COc2ccc(C(=O)OCC(=O)N(C)C3CCS(=O)(=O)C3)cc2OC)cc1 (configuration not stated),8.3%,-17.1,0.1,-15.1,-0.2%,?,9.3,0.3%,7.1%,4.1%
Cc1cc2ccccc2c(=O)n1CC(=O)NCC(=O)N1CCCC(C)C1 (configuration not stated),4.9%,-12.4,0.3,3.6,-0.5%,?,18.9,-15.2%,2.5%,/
Cc1cc(C)n2c(SCc3nnc(-c4cccs4)o3)nnc2n1,4.6%,1.4,1.9,4.2,-10.8%,-13.4%,8.6,-10.4%,2.7%,2.7%
CC(C)(C)NS(=O)(=O)c1ccc2nc(NC(=O)Cc3cccs3)sc2c1,-0.7%,4.5,-0.1,16.4,-1.7%,-12.5%,9.9,1.5%,5.1%,-1.5%
COc1ccc(Br)cc1C1CC(=O)N2CN(C)CSC2=C1C#N (configuration not stated),1.1%,29.0,-10.4,-8.7,-10.5%,-9.7%,-16.6,2.3%,9.0%,4.9%
CC(C)c1nnc(NC(=O)C2CCN(S(=O)(=O)c3ccc(-n4cnnn4)cc3)CC2)s1,8.8%,-10.8,-0.7,16.3,-1.0%,-0.3%,2.6,1.1%,-0.7%,-15.1%
Cc1ccc(NC(=O)C2CC2C)c(Cl)c1 (configuration not stated),-1.3%,-1.7,0.2,10.6,-6.6%,-0.1%,1.1,-11.9%,-2.5%,0.3%
O=C(NC1CCCCC1)C(Cc1ccccc1)N1C(=O)C2C3CCC(C3)C2C1=O (configuration not stated),-5.5%,-15.0,-0.6,-0.4,0.3%,2.0%,4.2,/,2.3%,3.7%
Cn1c(/C(C#N)=C/c2ccc(-c3ccc(S(N)(=O)=O)cc3)o2)nc2ccccc21,-1.8%,-6.0,1.4,-2.9,-2.5%,?,-12.1,0.1%[46.1 µM],?,-0.2%
CSCC[C@H](NC(=O)OC(C)(C)C)C(=O)N1CCC(C(=O)N[C@@H](C)C(=O)NC(C)c2ccccc2)CC1 (some centres not stated),/,6.4,-0.3,-0.4,-1.1%,7.5%,21.4,-4.7%,-15.8%,-4.9%

# Screens from PubChem BioAssay.

# The order is random; overall some 1.6% were active at least once.
